Assay outcomes (PubChem BioAssay)
Abeta rescue: restores growth of yeast expressing A-beta42 peptide. yeast expressing A-beta42, growth rescue, OD600, 48 h; response scale: 0% DMSO, 100% iron-clioquinol control. Potency, µM (series often up to 46.1 µM), without a hit: top-dose growth rescue, actives largely listed as activators. hit rate 0.063% among 410,000. AID 1347071; also: potency is read from the fitted curve at half-maximal effect; nearly all actives have a fitted effect of over 55% in size
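Yeast growth medium received pinned compounds, then yeast cells expressing toxic A-beta were added; plates incubated at 30 C for 48 hr. Growth read as absorbance at 600 nm, normalized to DMSO and equimolar FeCl3 plus clioquinol controls.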
IL-2 act: IL-2 activation | activation, % (series mostly up to about 46 µM) | IL-2 activation reporter assay, cell-based qHTS; stimulated with anti-CD3/CD4/CD28 beads; in transgenic mouse T cells | hit rate 0.065% among 360,000; in the data active = activation above about 50%; inconclusive = mostly about 30% to 49%; also: 0% is about no effect
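Quantitative HTS in unstimulated transgenic mouse T cells, with memory T cells as non-tolerant control and PMA/ionomycin as tolerance-bypass control. Compound pretreatment lasted 60 minutes before 18 h bead stimulation; EGFP/DsRed fluorescence read.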
PI5P4Ka inh: PI5P4K alpha (human) kinase inhibition. P48426. PI5P4Kalpha enzyme, ADP-Glo luminescence, 60 min; active compounds read low. max response, %. hit rate 1.2% among 330,000. AID 652105; active = max response of -50% or lower; inconclusive = between -30% and -50%; inactive = -30% or higher; also: value at the top dose of about 77 µM; % is scaled to controls: 0 for no effect and ±100 for the full control effect
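Compounds were pin-transferred onto PI5P4Kalpha and substrate in HEPES pH 7.4 buffer with EGTA, CHAPS and 5% DMSO. ATP (5 microM final) started the reaction, which ran 60 minutes at room temperature before ADP-Glo detection.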
EPAC1 agonist: agonists of human EPAC1. EPAC1 agonist qHTS, biochemical assay; response scale: 100% = response to 6.5 mM cAMP. hit rate 0.073% among 360,000. Potency, µM (doses to about 154 µM), for the others: top-dose activation, most hits filed as activators. O95398; also: potency is read from the fitted curve at half-maximal effect; nearly all actives have a fitted effect of over 60% in size
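Fluorescent GDP-exchange assay: 100 nM EPAC1 with 250 nM Rap1B preloaded with BODIPY-GDP and 50 uM GDP; compounds tested as concentration series, 5 min at room temperature, then read every 5 min for 30 min (ex 480/em 540 nm); normalized to 6.5 mM cAMP.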
PLK1 PBD block: inhibitors of human PLK1 polo-box domain binding; P53350; hit rate 2.8% among 360,000; Potency, µM, for the others: max response, negative = inhibition, usual class: inhibitors; Plk1 PBD binding of FITC phosphopeptide, fluorescence polarization; also: potency is read from the fitted curve at half-maximal effect; series mostly up to about 57 µM; % is scaled to controls: 0 for no effect and ±100 for the full control effect; nearly all actives have a fitted effect of over 65% in size
FUS yeast rescue: FUS proteinopathy suppression in yeast | AID 1347120 | S. cerevisiae FUS-expressing, growth rescue, OD600, 24 h | hit rate 0.24% among 390,000 | Potency, µM (titrated, usually from 76.6 µM), inactives show top-dose growth rescue (activation), actives largely listed as activators;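 also: potency is read from the fitted curve at half-maximal effect; plate controls were DMSO vehicle for no effect and reference control for full effect; nearly all actives have a fitted effect of over 55% in size; some results filed as inactive show a strong effect at the top dose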
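Absorbance at 600 nm, taken 24hr after compound addition, measured rescue of FUS-yeast growth at 30C. Induction used 2% galactose with seeding at OD 0.005. Controls: CP55940 from 92uM final, DMSO only.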
EPAC1 antag: EPAC1 (human) antagonism; hit rate 0.14% among 360,000; Potency, µM (series often up to 115 µM), inactives show at the top dose activity change, negative = inhibition, hits mostly inhibitors; O95398; EPAC1 GEF assay, Rap1b-BODIPY-GDP exchange fluorescence;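 also: potency is read from the fitted curve at half-maximal effect; plate controls were vehicle for no effect and positive control for full effect; nearly all actives have a fitted effect of over 50% in size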
WRN inhibitor: WRN helicase (human) inhibition; Potency, µM (top dose mostly 114 µM), inactives show at the highest dose activity change, negative = inhibition, most hits filed as inhibitors; WRN helicase unwinding, fluorescent forked duplex, kinetic; hit rate 0.46% among 360,000; also: potency is read from the fitted curve at half-maximal effect; % is scaled to controls: 0 for no effect and ±100 for the full control effect; nearly all actives have a fitted effect of over 55% in size
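WRN at 20 nM final preincubated with compound 15 min at room temperature; reaction started with 100 nM fluorophore/quencher forked duplex oligonucleotide and 2 mM ATP final. Unwinding followed kinetically by red fluorescence (ex 525, em 598 nm).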
aSyn rescue: alpha-synuclein toxicity inhibition in yeast; Potency, µM (series often up to 46.1 µM), without a hit: at the highest dose growth rescue (activation), most hits filed as activators; Yeast expressing alpha-synuclein, growth rescue, BacTiter-Glo, 24 h; hit rate 0.14% among 370,000; AID 652106; also: potency is read from the fitted curve at half-maximal effect; % of control where 0% means no effect; nearly all actives have a fitted effect of over 65% in size
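Readout is rescue of growth in alpha-synuclein-expressing yeast, so inhibitors of toxicity appear as activators. Growth after 24 hr at 30 deg C in galactose medium is quantified by luminescence.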
* = called active by the depositor; ? = inconclusive; . = not tested or not shown; [ ] = remark or other dose. Unless noted, calls follow the shape of the dose curve; as a rule, active = well fitted curve in the direction sought with a large enough effect; inconclusive = small, poorly fitted or top-dose-only effect, or another doubt; inactive = no such curve, though single readings can be large; an effect the other way counts as inactive or inconclusive.

smiles,Abeta rescue,IL-2 act,PI5P4Ka inh,EPAC1 agonist,PLK1 PBD block,FUS yeast rescue,EPAC1 antag,WRN inhibitor,aSyn rescue
O=C(CCN1C(=O)/C(=C/c2ccc(F)cc2)SC1=S)NCCCn1ccnc1,3%,3.9,4,9%,-4%,-9%,0%,-3%,2%
CCOC(=O)CSc1nnc(CNC(=O)c2ccc(OC)cc2)n1Cc1ccccc1,9%,11,-4,1%,-5%,13%,2%,1%,2%
COC(=O)c1ccccc1N(Cc1ccccc1)S(C)(=O)=O,0%,1.0,0,-8%,3%,5%,-17%,-4%,-5%
COc1ccc(N2C(=O)C(Cl)=C(Nc3ccccc3O)C2=O)cc1,-34%[inhibitor],-0.1,-24,-4%,12µM*,0%,-15%,-24%,-2%
Cc1csc(OCC(=O)Nc2ccc(C)c(C)c2)n1,-19%,-0.1,-13,17%,-12%,-9%,-3%,-25%,1%
c1csc(-c2csc(-c3cccs3)n2)c1,-11%,2.0,10,15%,1%,-9%,-4%,-9%,0%
CCOC(=O)c1c(NC(=O)CSc2nc3ccccc3o2)sc(C(C)=O)c1C,5%,-0.3,-3,12%,12%,-8%,-1%,-24%[57.1 µM],12%
NC(=O)c1ccc(C2SCC(=O)N2Cc2ccccc2)cc1 (stereo not drawn),-4%,-0.3,6,5%,-9%,19%,8%,2%,-2%
O=C(Nc1ccc(OCc2ccccc2)cc1)Nc1ccccc1C(=O)NCCCN1CCOCC1,-8%,-0.2,1,-5%,-1%,7%,-1%,-5%,-8%
N#CC1=C(N)OC2=C(C(=O)CCC2)C1c1ccsc1 (stereo not drawn),2%,0.0,-23,0%,?,-3%,3%,-12%,-9%
CCCCOc1ccc(-c2nnn(CC(=O)NCCc3c[nH]c4ccccc34)n2)cc1,1%,1.4,0,-15%,3%,.,-13%,-5%,-5%
C[C@@]12C(=O)Nc3ccc(F)cc3C(=O)N1[C@H]1c3cc(Cl)ccc3OC[C@@H]1[C@@H]2c1ccccc1,22%,-0.3,2,14%,6%,8%,-1%,-5%,-3%
COC(=O)c1cccc(N(C(=O)c2ccco2)C(C(=O)NC2CCCC2)c2ccc(N3CCOCC3)cc2)c1 (stereo not drawn),-11%,0.5,1,3%,-2%,20%,-11%,-2%,3%
O=C(NC1CCS(=O)(=O)C1)C1C2CC3CC(C2)CC1C3 (stereo not drawn),2%,-2.5,3,0%,-13%,4%,2%,-5%,-8%
CC(C(=O)OCC(=O)Nc1ccc(S(=O)(=O)N2CCCCC2)cc1)N1C(=O)c2ccccc2C1=O (stereo not drawn),-12%,-2.6,4,4%,-9%,?,-4%,10%[57.1 µM],0%
CCCCCN(C(=O)CCC(=O)OCC(=O)c1ccc(CCC)cc1)c1c(N)n(CCCC)c(=O)[nH]c1=O,-2%,-4.0,-7,1%,-13%,29%,-7%,9%,0%
CCn1c(SCC(=O)c2ccc3ccccc3c2)nnc1-c1ccco1,8%,-0.2,-25,6%,-14%,33%,0%,-11%,.
CCc1cccc(C)c1NC(=O)CSc1n[nH]c(N)n1,-8%,1.3,4,1%,-1%,3%,14%,12%,7%[1.84 µM]
CN1CCC(N(C)C(=O)c2cc(-c3ccc(F)cc3)nc3ccccc23)CC1,5%,0.8,6,5%,2%,7%,-10%,-13%,4%
CCOc1cc(/C=C2/C(=N)N3OC(C)=CC3=NC2=O)ccc1OC(=O)c1ccco1,-5%,-2.6,-22,-9%,-16%,29%,-1%,-5%,2%

Reformatted with two lines to a compound: seven of the compounds above
Order of values: Abeta rescue	IL-2 act	PI5P4Ka inh	EPAC1 agonist	PLK1 PBD block	FUS yeast rescue	EPAC1 antag	WRN inhibitor	aSyn rescue
O=C(NC1CCS(=O)(=O)C1)C1C2CC3CC(C2)CC1C3 (stereo not drawn)
  2%	-2.5	3	0%	-13%	4%	2%	-5%	-8%
CC(C(=O)OCC(=O)Nc1ccc(S(=O)(=O)N2CCCCC2)cc1)N1C(=O)c2ccccc2C1=O (stereo not drawn)
  -12%	-2.6	4	4%	-9%	?	-4%	10%[57.1 µM]	0%
CCCCCN(C(=O)CCC(=O)OCC(=O)c1ccc(CCC)cc1)c1c(N)n(CCCC)c(=O)[nH]c1=O
  -2%	-4.0	-7	1%	-13%	29%	-7%	9%	0%
CCn1c(SCC(=O)c2ccc3ccccc3c2)nnc1-c1ccco1
  8%	-0.2	-25	6%	-14%	33%	0%	-11%	.
CCc1cccc(C)c1NC(=O)CSc1n[nH]c(N)n1
  -8%	1.3	4	1%	-1%	3%	14%	12%	7%[1.84 µM]
CN1CCC(N(C)C(=O)c2cc(-c3ccc(F)cc3)nc3ccccc23)CC1
  5%	0.8	6	5%	2%	7%	-10%	-13%	4%
CCOc1cc(/C=C2/C(=N)N3OC(C)=CC3=NC2=O)ccc1OC(=O)c1ccco1
  -5%	-2.6	-22	-9%	-16%	29%	-1%	-5%	2%

Additional records follow.
smiles,Abeta rescue,IL-2 act,PI5P4Ka inh,EPAC1 agonist,PLK1 PBD block,FUS yeast rescue,EPAC1 antag,WRN inhibitor,aSyn rescue
CCCCC(=O)Nc1sc(C(=O)N(CC)CC)c(C)c1C(=O)OC,-9%,-4.2,-22,-9%,4.7µM*,20%,10%,6%,-33%[inhibitor]
CCN(C(=O)CN1C(=O)S/C(=C\c2ccccc2OC)C1=O)C1CCS(=O)(=O)C1 (stereo not drawn),-1%,1.8,1,12%,0%,?,-24%,2%,2%
Cn1c(Cn2c(=O)sc3ccccc32)nnc1SCC(=O)NCc1ccc2c(c1)OCO2,1%,-0.8,-6,-1%,3%,1%,-7%,0%,-5%
Cc1ccc(C(=O)NNC(=O)CSc2nnc3ccccn23)cc1,3%,0.0,0,-6%,-3%,-5%,-10%,10%,-1%
O=C(NNC(=O)C1CC(c2cccs2)=NO1)NC1CCCCC1 (stereo not drawn),-12%,-2.1,3,-5%,-2%,-24%,3%,6%,0%
CC(C)C(=O)N1CCC(CN=Cc2c(O)n(C3CCCCC3)c(=O)n(C3CCCCC3)c2=O)CC1,9%,3.6,24,-8%,-7%,9%,-21%,-9%,6%
O=C(COC(=O)CCc1ccc(S(=O)(=O)N2CCOCC2)cc1)Nc1ccccc1[N+](=O)[O-],2%,-1.9,1,4%,-6%,.,8%,-2%,11%
COc1ccc2c(c1OC)C(=O)N(c1ccccc1)C2=O,-22%,0.3,4,4%,-18%,12%,7%,4%,1%
COc1ccc(N2CCN(C(=O)NCc3cccc(OC)c3)CC2)cc1,?,-2.2,-5,0%,-17%,13%,?,9%,-4%
COCCN1C(=O)c2ccccc2C(C(=O)NCc2ccco2)C1c1c[nH]c2ccccc12 (stereo not drawn),-3%,1.1,-8,5%,-2%,-1%,-12%,-3%,0%
CC1CCN(C(=O)c2[nH]cnc2C(=O)Nc2ccon2)CC1,7%,-0.4,7,3%,0%,4%,-8%,-4%,4%
COc1ccc(C(=O)NCCNC(=O)c2ccc(C)nc2)cc1,-17%,-0.6,0,-5%,-4%,-7%,?,-13%,-4%
O=S(=O)(CCN1C=CC(C(F)(F)F)=NCC1)c1ccc(F)cc1,-4%,-1.3,9,-2%,-11%,0%,-2%,?,-6%
O=C1N=C(N2CCCC2)S/C1=C\c1ccccc1,-12%,0.9,-4,0%,30µM*,16%,6%,-10%,-6%
COc1cc2nc(CN3CCOCC3)n(CC(=O)N3CCCCCC3)c(=O)c2cc1OC,2%,-0.5,-1,5%,-11%,8%,-15%,-3%,5%
CC(C)Oc1ccc(C(=O)O)c(C(=O)O)c1,0%,-1.1,.,-1%,-11%,17%,1%,11%,1%
O=C(c1cccnc1)C1Cc2ccccc2C1=O (stereo not drawn),-33%[inhibitor],-0.4,2,-10%,5%,7%,1%,-1%,20%
CSCCC(C(=O)NC(C)(C)C)n1c(-c2ccc3c(c2)OCO3)nc2ccccc21 (stereo not drawn),4%,0.6,2,0%,-4%,18%,-1%,10%,-2%
COCc1c(C(=O)N/N=C/c2ccco2)nnn1-c1nonc1N,-7%,-0.7,-10,-7%,1%,-5%,4%,-4%,0%
COc1cccc(OCc2cc(C(=O)NCCc3cccc(C)n3)no2)c1,3%,-1.8,2,-3%,-7%,11%,-15%,-11%,2%
CC(C)(C)C(=O)Nc1nc(C2CCCN2S(=O)(=O)c2ccc(Cl)cc2)cs1 (stereo not drawn),-4%,0.0,-3,3%,-5%,11%,0%,5%,-3%
c1ccc(-c2ccnc3ncnn23)nc1,0%,7.9,7,12%,-6%,2%,8%,3%,2%
CC(=O)c1c(C)nc2sc3c(=N)n(N)cnc3c2c1-c1ccc(Cl)cc1,-6%,-0.2,-4,4%,-2%,.,16%,13%,-12%
CS(=O)(=O)N(Cc1ccccc1)c1ccc(C(=O)Nc2ccc(C(N)=O)cc2)cc1,-16%,2.0,3,1%,-2%,19%,9%,4%,4%
C=CCCC1CN(CCCC)S(=O)(=O)c2c(F)cccc2O1 (stereo not drawn),7%,-0.8,?,-17%,21µM*,5%,-12%,2%,2%
